Compound activity deposited in PubChem BioAssay by several laboratories.
HTRA1 inhibitor = blocks human HTRA1 serine peptidase; Q92743; recombinant HTRA1, FP-rhodamine activity-based probe, fluorescence polarization; inhibition, % at 5.96 µM; actives 0.5% (n = 340,000); AID 504803; in the data active = inhibition above about 36%;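 note: 0% = enzyme with DMSO and 100% = wells lacking enzyme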
SIAE primary = blocks human sialic acid acetylesterase; AID 1053197; Q9HAT2; inhibition, % at 9.66 µM; SIAE FP-Rh probe binding, fluorescence polarization; actives 0.69% (n = 370,000);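 active = inhibition above a cutoff: mean of compounds within the control limits plus 3 SD of those, cut at about 17% in these data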;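 note: 0% = plate median of compound wells and 100% = probe without SIAE protein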
TDP2 inh = blocks human TDP2 phosphodiesterase activity; recombinant TDP2, T5PNP hydrolysis, p-nitrophenol absorbance 415 nm; inhibition, % at 12.8 µM; actives 0.34% (n = 370,000);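 active = inhibition above the mean of all tested compounds plus 3 SD, set per campaign, cut at about 25% in these data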;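 note: 0% = DMSO with enzyme and 100% = buffer with substrate but no TDP2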
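System: recombinant human TDP2 / Amount: 120 nM TDP2 per well / Also added: 5 mM T5PNP chromogenic substrate / Doses: 12.8 µM single point, 1% DMSO / Incubation: 2 h at 37 °C / Detection: p-Nitrophenol epi absorbance / Evaluation: % inhibition relative to enzyme-containing and enzyme-free wells / Repeats: singlicate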
TCR CD3 inh = inhibitors of human TCR-CD3 interaction; AID 651800; inhibition, % at 9.4 µM; TAMRA-labeled TCR probe fluorescence, biochemical; actives 0.37% (n = 360,000); in the data active = inhibition above about 19%;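 note: recombinant mutant TCR 2C K166C tagged with TAMRA read by polarization; 0% = receptor in buffer alone and 100% = receptor with positive control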
rCAG RNA binder = r(CAG) repeat RNA binding. inhibition, % at 3 µM. TO-PRO-1 dye displacement fluorescence. actives 1.3% (n = 370,000);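 active = inhibition above the plate cutoff, the mean of all test compounds on that plate plus 3 SD, cut at about 35% in these data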;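 note: 0% = DMSO alone and 100% = 100 µM mitoxantrone as full dye displacement; higher means more dye released from RNA so lower well fluorescence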
PRMT1 inh = PRMT1 (human) inhibition, primary screen; Q99873; recombinant PRMT1, activity-based probe fluorescence polarization; inhibition, % at 2.79 µM; actives 1.3% (n = 370,000);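 active = inhibition above about 21% made by adding two undisclosed values, limit read from the data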
MBD2 DNA inh = MBD2-methylated oligo binding inhibition | Q9UBB5 | TR-FRET, MBD2 binding to methylated oligonucleotide | inhibition, % at 4.4 µM | actives 0.31% (n = 370,000) | AID 686964; in the data active = inhibition above about 13%
GC-B act = GC-B (human) receptor activation. P20594. HEK293-GC-B cells, CNP EC30, cGMP TR-FRET; 0% at EC30 CNP, 100% saturating CNP. activation, % at 10 µM. actives 0.11% (n = 370,000). AID 1920062;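 active = activation at 10 µM reaching about 35% in either raw or pattern-adjusted values, limit read from the data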
Target sequence (P20594 whole entry, looked up): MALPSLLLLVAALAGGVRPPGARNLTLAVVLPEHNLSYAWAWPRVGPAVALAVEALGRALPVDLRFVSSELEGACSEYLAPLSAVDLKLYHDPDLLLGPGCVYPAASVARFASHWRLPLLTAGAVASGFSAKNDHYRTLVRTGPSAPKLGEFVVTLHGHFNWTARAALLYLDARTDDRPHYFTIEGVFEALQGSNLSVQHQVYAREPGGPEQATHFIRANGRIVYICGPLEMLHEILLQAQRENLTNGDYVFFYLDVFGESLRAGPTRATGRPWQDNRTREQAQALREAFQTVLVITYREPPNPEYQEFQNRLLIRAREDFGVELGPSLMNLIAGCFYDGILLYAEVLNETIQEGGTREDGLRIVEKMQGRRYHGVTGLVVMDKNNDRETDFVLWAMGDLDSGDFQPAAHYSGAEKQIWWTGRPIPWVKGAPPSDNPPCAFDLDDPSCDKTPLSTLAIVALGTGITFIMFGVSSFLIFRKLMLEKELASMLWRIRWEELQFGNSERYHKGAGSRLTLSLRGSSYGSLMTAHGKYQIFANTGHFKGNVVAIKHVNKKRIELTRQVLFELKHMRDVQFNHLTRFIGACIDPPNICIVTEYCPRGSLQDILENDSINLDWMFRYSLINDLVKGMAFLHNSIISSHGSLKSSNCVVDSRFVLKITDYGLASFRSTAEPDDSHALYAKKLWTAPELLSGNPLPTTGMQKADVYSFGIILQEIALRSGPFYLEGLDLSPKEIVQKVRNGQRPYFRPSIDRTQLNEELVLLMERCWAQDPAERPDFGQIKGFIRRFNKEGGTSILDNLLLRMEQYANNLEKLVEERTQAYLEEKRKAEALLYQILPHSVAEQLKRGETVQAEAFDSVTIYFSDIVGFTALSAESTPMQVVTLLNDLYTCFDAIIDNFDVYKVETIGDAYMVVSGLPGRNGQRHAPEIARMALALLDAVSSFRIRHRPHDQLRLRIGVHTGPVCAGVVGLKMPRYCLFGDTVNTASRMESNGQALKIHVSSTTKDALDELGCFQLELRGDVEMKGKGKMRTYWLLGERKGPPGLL
LEDGF integ inh = blocks HIV-1 LEDGF/p75-dependent DNA integration | TR-FRET IN-LEDGF/p75 DNA integration, Eu/Cy5 | inhibition, % at 3.7 µM | actives 0.64% (n = 370,000);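 active = inhibition above the screen-wide mean plus 3 SD, cut at about 13% in these data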;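 note: signal is the Cy5 over europium emission ratio at 671 and 618 nm; 0% = plate median of compound wells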
mABHD4 FP = ABHD4 (mouse) inhibition, primary FP screen; purified mABHD4, FP-Rh probe fluorescence polarization; inhibition, % at 8.92 µM; actives 0.54% (n = 370,000);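 active = inhibition exceeding the mean over every tested compound plus 3 SD, cut at about 30% in these data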;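 note: 0% = plate median of compound wells and 100% = S159A mutant with DMSO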
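System: mouse ABHD4 enzyme, wild type / Medium: HEPES pH 7.0, NaCl, Pluronic buffer / Reagent: FP-Rh activity-based fluorescent probe / Control set: S159A mutant high control, sample median low control / Detection: fluorescence polarization with parallel and perpendicular emission, 525/598 nm / Schedule: 45 min + 60 min at 25 °C / Compound dosing: 8.92 µM, single dose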
Active calls of the source: *; / = not tested or not shown; + = active, no number. The list is partial; count on the stated rates, not on these rows.

SMILES	HTRA1 inhibitor	SIAE primary	TDP2 inh	TCR CD3 inh	rCAG RNA binder	PRMT1 inh	MBD2 DNA inh	GC-B act	LEDGF integ inh	mABHD4 FP
O=S(=O)(c1ccccc1)N1c2cc(Cl)ccc2Oc2nc3ccccc3nc21	-13	-7	6	11	8	1	1	-6	1	-9
C=CCNC(=O)c1ccc(OC)cc1OC	-4	-5	-3	2	0	1	-4	3	0	-1
O=C(NCC(=O)N1CCCC(C(F)(F)F)C1)c1ccc(Oc2ccccc2)cc1 (stereo unspecified)	-2	2	2	0	-8	1	2	4	1	7
COc1ccc2c(-c3ccccc3)cc(N3CCOCC3)nc2c1	-13	1	8	2	1	0	0	-17	1	5
CCCC/C(C)=N\NC(=O)CNS(=O)(=O)c1ccc([N+](=O)[O-])cc1	-1	3	1	-2	6	0	0	-9	0	0
O=C(Nc1cccc(-n2cnnn2)c1)c1cc2ccccc2o1	-17	-27	11	3	5	0	6	-9	1	-19
O=C(NCc1ccccn1)c1ccc2c(c1)N(Cc1ccccc1)CCS2	4	3	3	-2	-1	6	-2	-1	-2	0
O=C(O)CN1C(c2ccccc2O)Nc2ccc(Br)cc2C1c1ccccc1 (stereo unspecified)	/	1	-12	6	1	0	1	-4	-2	13
O=C(NCc1cccs1)c1nc2ncccn2n1	-5	-2	1	-1	2	-3	-6	0	-1	-1
CN(c1ccccc1)S(=O)(=O)c1cccc(NC(=O)Cn2cnc3c2c(=O)n(C)c(=O)n3C)c1	6	-4	12	10	6	1	0	5	0	-4
Cc1ccccc1C(=O)NC(CC(C)C)C(=O)OCC(=O)c1c(N)n(C)c(=O)n(C)c1=O (stereo unspecified)	-8	-1	7	4	-4	-3	2	-2	1	2
O=C(O)CCN1C(=O)CC(N2C(=O)/C(=C/c3ccc(Cl)cc3)SC2=S)C1=O (stereo unspecified)	12	3	1	-1	24	18	-2	-6	5	-25
Cc1cccc(NC(=O)COC(=O)Cc2cccs2)c1C	-6	-1	9	3	1	-1	1	4	0	-2
CC(=O)Nc1ccc(S(=O)(=O)N2CCC(C(=O)NCCC(=O)Nc3ccccc3)CC2)cc1	2	1	8	-4	0	4	1	6	0	11
COc1ccc(NC(=O)c2cc(-c3ccccc3Cl)no2)cc1	-9	-4	6	7	2	3	-4	2	-2	-2
C[C@@H]1CN([C@H](C)CO)S(=O)(=O)c2ccc(Br)cc2O[C@H]1CN(C)C(=O)C1CCCCC1	1	-1	-10	3	2	2	5	-16	3	-2
CSc1ccc(C(=O)C2CCCN(C(=O)Cn3cnnn3)C2)cc1 (stereo unspecified)	-1	7	3	4	-1	-3	-7	4	4	0
COCCNC(=O)C(c1ccc(C)cc1)N(CCOC)C(=O)CCC(=O)Nc1nccs1 (stereo unspecified)	3	12	-5	9	-6	-1	6	1	-2	7
Cc1ccc(-c2cc(C(=O)NCc3ccco3)c3ccccc3n2)s1	-40	-12	-8	4	13	14	1	-3	1	-13
O=C(Cn1nnc(-c2cccc(C(F)(F)F)c2)n1)NC(=O)NCc1ccco1	-10	-10	0	1	1	-4	-6	-6	-1	-9
Cc1cccc(-n2nc3c(c2NC(=O)c2ccc(Br)o2)CSC3)c1C	-17	-4	3	1	11	1	0	-6	3	1
O=C(COc1ccc(F)cc1)Nc1nnc(C2CC2)s1	-5	-13	-11	-1	1	2	-1	-1	-5	-1
O=C(Cn1cnc2ccccc2c1=O)NCCCN1CCCC1=O	3	-1	6	-2	0	-1	2	4	2	-3
C#CCn1cc(/C=N/NC(=O)c2cc3ccccc3o2)c2ccccc21	-14	5	5	4	9	-1	-3	-2	-1	-3
COc1ccccc1C(=O)c1ccccc1C(=O)c1ccccc1	-2	-2	1	-2	5	-2	0	0	0	1

The final 2 records of the part before come first, to join the parts:
SMILES	HTRA1 inhibitor	SIAE primary	TDP2 inh	TCR CD3 inh	rCAG RNA binder	PRMT1 inh	MBD2 DNA inh	GC-B act	LEDGF integ inh	mABHD4 FP
C#CCn1cc(/C=N/NC(=O)c2cc3ccccc3o2)c2ccccc21	-14	5	5	4	9	-1	-3	-2	-1	-3
COc1ccccc1C(=O)c1ccccc1C(=O)c1ccccc1	-2	-2	1	-2	5	-2	0	0	0	1
CC(=O)Nc1cccc(NC(=O)C2CCCO2)c1 (stereo unspecified)	2	-1	1	3	3	-2	-6	-1	3	-3
CCC(=O)Nc1ccc(S(=O)(=O)Nc2c(C)nc3nc[nH]n3c2=O)cc1	3	1	-1	-2	0	-6	-6	-2	3	-4
COc1ccc(NC(=O)NC2CCCCCCC2)cc1OC	3	-3	-11	-1	-5	6	3	-2	-9	-7
COc1ccc(C(CNC(=O)c2cccc(NS(=O)(=O)c3ccc(C)c(F)c3)c2)N2CCCC2)cc1 (stereo unspecified)	-5	-1	-8	-3	2	5	2	3	-7	2
OC[C@@H]1CN(Cc2ccc(-c3ccccc3)cc2)C[C@H](n2cnc3c(NC4CCCC4)ncnc32)O1	/	-8	-4	3	9	2	2	-7	-1	-14
O=C(c1cc(-c2ccccc2)nc2ccccc12)N1N=C(C(F)F)CC1(O)C(F)F (stereo unspecified)	-23	-12	-20	-3	4	-1	1	2	-8	-22
CCN(CC)CCC(=O)N1C/C(=C/c2ccccc2)C(=O)/C(=C\c2ccccc2)C1	1	-6	0	4	3	1	2	-2	0	8
Cc1ccc(-c2nc(-c3ccccn3)no2)cc1[N+](=O)[O-]	3	-4	13	-3	-1	5	9	4	-4	-10
Cn1c(=O)c(NCCc2ccccc2)c2c3c(cccc31)C(=O)c1ccccc1-2	146*	170*	-1	+	-82	+	-8	0	0	198*
CCOC(=O)c1[nH]c(=S)[nH]c1C	0	10	-1	0	0	8	5	0	3	5
CC(C)(C)NC(=O)Cn1c(=O)oc2ccc(Cl)cc21	-1	3	-2	10	0	-3	-2	-1	-1	-3
CCCC1Cc2c(sc3nc(SC)nc(N)c23)CO1 (stereo unspecified)	3	12	4	1	0	-1	1	-6	-1	1
NC(=O)NC(=O)CSc1nc2cc([N+](=O)[O-])ccc2n1-c1cccc(C(F)(F)F)c1	4	-12	1	-4	3	-3	-4	-6	-2	-4
CCCn1c(SCCN2C(=O)c3ccccc3C2=O)n[nH]c1=O	4	1	-4	-6	-4	-2	8	0	4	-16
COc1ccc(-c2nn(C)c(=O)[nH]2)cc1	7	-7	-18	-4	0	4	7	4	5	-9
O=C(/C=C/c1cccs1)Nc1cccc(NC(=O)/C=C/c2cccs2)n1	-115	-137	7	16	19	2	5	8	0	-123
CC(Sc1c[nH]c2ccccc12)C(=O)O (stereo unspecified)	9	-1	-7	-9	5	3	-2	4	-1	-9
CC1=C(C(=O)N(C)C)CC(CC(=O)NCCCN(C)C)C(=O)N1Cc1ccccc1 (stereo unspecified)	4	3	2	8	0	1	-7	-1	-1	-4
CSc1nnc(-c2sccc2OCc2ccccc2)n1C	-2	-5	-5	-5	-4	2	2	2	-5	0
Oc1ccc2ccccc2c1CNc1ccccn1	-7	4	3	4	3	12	-4	-1	-1	-1
Oc1ccccc1-c1nc(NC2CCCC2)c2ccccc2n1	-24	-1	9	4	18	2	-7	-1	2	4
O=C(CN1C(=O)c2ccc([N+](=O)[O-])cc2C1=O)NC1CCS(=O)(=O)C1 (stereo unspecified)	-1	1	12	3	0	-5	-6	-1	3	4
COC(=O)c1ccc(CON2C(=O)c3ccccc3C2=O)cc1	0	3	1	3	-3	-3	1	-2	1	6
COCCNC(=O)c1cc(-c2ccccc2C)nn1CC1CC(c2cccnc2)=NO1 (stereo unspecified)	3	4	20	1	-6	3	-3	-9	1	4
O=C(C[C@@H]1C[C@H]2c3cc(NC(=O)Nc4ccccc4F)ccc3O[C@H]2[C@H](CO)O1)NCC(F)(F)F	-3	-3	3	1	2	0	3	2	1	1
COCCN1CC(C(=O)N2CCC(Oc3ccccc3OC)CC2)CCC1=O (stereo unspecified)	-3	0	-1	11	-7	1	0	-2	0	0
COc1ccc(-c2noc(-c3ccc(Br)o3)n2)cc1	0	-4	9	-6	-2	-1	-5	-3	1	-2

17 neighbouring records out of the list so far, quoted:
SMILES	HTRA1 inhibitor	SIAE primary	TDP2 inh	TCR CD3 inh	rCAG RNA binder	PRMT1 inh	MBD2 DNA inh	GC-B act	LEDGF integ inh	mABHD4 FP
CC(C)(C)NC(=O)Cn1c(=O)oc2ccc(Cl)cc21	-1	3	-2	10	0	-3	-2	-1	-1	-3
CCCC1Cc2c(sc3nc(SC)nc(N)c23)CO1 (stereo unspecified)	3	12	4	1	0	-1	1	-6	-1	1
NC(=O)NC(=O)CSc1nc2cc([N+](=O)[O-])ccc2n1-c1cccc(C(F)(F)F)c1	4	-12	1	-4	3	-3	-4	-6	-2	-4
CCCn1c(SCCN2C(=O)c3ccccc3C2=O)n[nH]c1=O	4	1	-4	-6	-4	-2	8	0	4	-16
COc1ccc(-c2nn(C)c(=O)[nH]2)cc1	7	-7	-18	-4	0	4	7	4	5	-9
O=C(/C=C/c1cccs1)Nc1cccc(NC(=O)/C=C/c2cccs2)n1	-115	-137	7	16	19	2	5	8	0	-123
CC(Sc1c[nH]c2ccccc12)C(=O)O (stereo unspecified)	9	-1	-7	-9	5	3	-2	4	-1	-9
CC1=C(C(=O)N(C)C)CC(CC(=O)NCCCN(C)C)C(=O)N1Cc1ccccc1 (stereo unspecified)	4	3	2	8	0	1	-7	-1	-1	-4
CSc1nnc(-c2sccc2OCc2ccccc2)n1C	-2	-5	-5	-5	-4	2	2	2	-5	0
Oc1ccc2ccccc2c1CNc1ccccn1	-7	4	3	4	3	12	-4	-1	-1	-1
Oc1ccccc1-c1nc(NC2CCCC2)c2ccccc2n1	-24	-1	9	4	18	2	-7	-1	2	4
O=C(CN1C(=O)c2ccc([N+](=O)[O-])cc2C1=O)NC1CCS(=O)(=O)C1 (stereo unspecified)	-1	1	12	3	0	-5	-6	-1	3	4
COC(=O)c1ccc(CON2C(=O)c3ccccc3C2=O)cc1	0	3	1	3	-3	-3	1	-2	1	6
COCCNC(=O)c1cc(-c2ccccc2C)nn1CC1CC(c2cccnc2)=NO1 (stereo unspecified)	3	4	20	1	-6	3	-3	-9	1	4
O=C(C[C@@H]1C[C@H]2c3cc(NC(=O)Nc4ccccc4F)ccc3O[C@H]2[C@H](CO)O1)NCC(F)(F)F	-3	-3	3	1	2	0	3	2	1	1
COCCN1CC(C(=O)N2CCC(Oc3ccccc3OC)CC2)CCC1=O (stereo unspecified)	-3	0	-1	11	-7	1	0	-2	0	0
COc1ccc(-c2noc(-c3ccc(Br)o3)n2)cc1	0	-4	9	-6	-2	-1	-5	-3	1	-2
